Assay outcomes from PubChem.
ER stress surv: ER stress cell death inhibition. relative survival (cellular ATP), % at 15 µg/mL (by protocol). CSM14.1 thapsigargin ER stress survival, ATP luminescence. 48,000 compounds, 0.33% hits;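 active = survival measured by cellular ATP above 50% at 15 µg/ml in the first screen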;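 note: cell death triggered by about 15 µM thapsigargin; ATP read 24 h after thapsigargin was added; plate controls were thapsigargin with DMSO for no effect and DMSO without thapsigargin for full effect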
* = called active by the depositor.

SMILES	ER stress surv
CC1(C)CC(=O)C(C(C2=C(O)CC(C)(C)CC2=O)c2ccc(Cl)cc2Cl)C(=O)C1 (stereo unspecified)	5.1
CC(C)COc1ccc(C(=O)Nc2ccc(-c3nc4ccccc4o3)cc2)cc1	-2.1
CCOc1cc(-c2ccc(OC)c(OC)c2)cc(=O)c2c(C)oc(C)c12	-0.7
Cc1cccc(C)c1OCC(=O)Nc1ccc(N(C)C)cc1	11.4
CNCCOc1nc(-c2ccccc2)cc(-c2ccccc2)n1	-4.1
CCOc1cc(C2C(C(=O)OC)=C(C)N(C)C(C)=C2C(=O)OC)ccc1OC(C)=O	3.5
CC(=O)Nc1cc(C(=O)O)cc(C(=O)O)c1	10.4
S=C(Nc1ccc2c(c1)oc1ccccc12)Nc1cccc2ccccc12	7.3
CC(=O)/C(C(=Nc1ccccc1)Nc1ccccc1)=C(/O)c1ccccc1	-1.0
COc1ccc(NS(=O)(=O)c2ccc(Cl)cc2)cc1Cl	-7.0
O=C(COc1ccc2ccccc2c1)N1CCN(C(=O)c2ccc([N+](=O)[O-])cc2)CC1	-4.2
COCCNC(=O)CN(c1ccc(Br)cc1)S(C)(=O)=O	4.1
Cc1ccc(-c2cc3nc(-c4ccccc4)cc(C)n3n2)cc1	8.6
CNC(=O)CC1Sc2ccccc2NC1=O (stereo unspecified)	6.3
COc1cc2c(cc1OC)C(c1ccccc1)=NC1(CCCC1)C2	-1.9
CCN(CC)c1ccc(/C=c2/sc3nc4ccccc4n3c2=O)cc1	10.1
COc1cc(C(=O)NCCOc2cc(C)ccc2C(C)C)cc(OC)c1OC	16.7
CCN(C(=O)c1ccc(C)c([N+](=O)[O-])c1)c1ccccc1C	3.2
CC1CCN(c2ccc(C=C3C(=O)c4ccccc4C3=O)cc2[N+](=O)[O-])CC1	5.9
O=C(CSc1ncn[nH]1)N1c2ccccc2Sc2ccc(Cl)cc21	-1.0
CCOc1cc([N+](=O)[O-])cc(/C=C2\SC(=S)N(C)C2=O)c1O	2.5
COC(=O)c1c(-c2ccc(F)cc2)csc1NC(=O)C1CCCCC1C(=O)O (stereo unspecified)	10.2
Cn1cnnc1Sc1cc(N2CCOCC2)ccc1[N+](=O)[O-]	0.8
COc1ccc(NS(=O)(=O)c2ccc(OC)c(Br)c2)c(OC)c1	1.3
CC(C)OC(=O)c1ccc(NC(=O)COc2ccc(Cl)cc2)cc1	10.3
COc1ccc(CCNC(=O)Cc2ccccc2)cc1	10.3
Cc1ccc(N(CC(=O)NC(C)c2ccccc2)S(=O)(=O)c2ccc(F)cc2)cc1 (stereo unspecified)	6.2
CC(C)Cn1c(C(C)O)nc2ccccc21 (stereo unspecified)	3.5
O=C(Nc1cc([N+](=O)[O-])ccc1C(=O)NCc1ccco1)c1cccs1	-4.1
O=C1/C(=C/c2ccccc2Cl)NC(=S)N1c1ccccc1	6.4
C/C(=N/OCO/N=C(/C)c1ccc(F)cc1)c1ccc(F)cc1	4.9
CCOc1ccc(N/C(N)=N\c2nc(C)cc(C)n2)cc1	-5.2
COc1ccc(Br)cc1/C=C/C(=O)c1ccc(F)cc1	-0.4
COc1ccc(C2CC(=O)C3=C(C2)Nc2ccccc2NC3c2cc([N+](=O)[O-])ccc2Cl)cc1OC (stereo unspecified)	-1.9
CSC1=C(C#N)C(c2ccccc2)C=C(c2ccccc2)N1 (stereo unspecified)	7.6
CCc1ccccc1N(CC(=O)Nc1ccc(C)cc1)S(C)(=O)=O	17.6
COCC(=O)N/N=C(\C)CC(=O)Nc1cc(C)ccc1OC	13.6
C=CCOC(=O)C1=C(C)N=C2SCCC(=O)N2C1c1ccc(OC)cc1 (stereo unspecified)	-0.6
Cc1ccc(-c2cc(C(F)(F)F)n3ncc(C(=O)NCCc4ccccc4)c3n2)cc1	4.9
c1ccc2c3c([nH]c2c1)/C(=N/N=C1CCCCC1)CCC3	-0.3
CCOc1cc([N+](=O)[O-])ccc1NC(C)=O	8.6
COc1ccc(/C=N/Nc2nncc(=O)[nH]2)cc1OC	3.2
CN(C)c1ccc(/C=C2\C(=O)Oc3ccccc3C2=O)cc1	-5.7
Cc1cc([N+](=O)[O-])ccc1-c1ccc(C(=O)Nc2ccc(N3CCOCC3)cc2)o1	-4.0
COc1ccc(/C=C(/C#N)c2nc(-c3ccc(Br)cc3)cs2)cc1OC	2.5
N#C/C(=C/c1cccc(Cl)c1)c1nc(-c2ccc(Cl)cc2)cs1	2.1
Cc1cc(C)n(CCOc2nonc2N)n1	4.8
O=C(COc1ccc(Cl)cc1Br)Nc1ccc2c(c1)OCCO2	8.0
CC1CN(C(=O)Cc2ccccc2[N+](=O)[O-])CC(C)O1 (stereo unspecified)	3.7
CC(=O)C1=C(O)C(=O)N(CCN2CCNCC2)C1c1cccc([N+](=O)[O-])c1 (stereo unspecified)	7.3
O=C1c2ccccc2C(=O)c2c(NC(=O)C3CC4CCC3C4)cccc21 (stereo unspecified)	0.0
O=C(Nc1cc(O)ccc1C(=O)O)c1cccc(Br)c1	-1.2
OCc1nc2ccccc2n1/N=C/c1ccccc1	4.8
CCN(CC)C(=O)C(=O)N/N=C/c1ccc2c(c1)OCO2	10.2
CC(=O)c1ccc(NC(=S)NC(NC(=O)C(c2ccccc2)c2ccccc2)C(Cl)(Cl)Cl)cc1 (stereo unspecified)	-0.1
COC(=O)c1ccc(N(S(=O)(=O)c2ccc(NC(C)=O)cc2)S(=O)(=O)c2ccc(NC(C)=O)cc2)cc1	0.4
C=CCOc1ccc(/C=C/C(=O)c2ccc(F)cc2)cc1OC	-1.3
Cc1ccccc1OCCOc1ccc(/C=N/n2cnnc2)cc1	-12.0
O=S(=O)(Nc1cc(Cl)c(O)c2ccccc12)c1ccc2ccccc2c1	-1.2
CN(C)CCCNC(=O)/C=C/c1ccc(C(C)(C)C)cc1	-3.8

A section of the results above, for reference:
SMILES	ER stress surv
COc1ccc(/C=C(/C#N)c2nc(-c3ccc(Br)cc3)cs2)cc1OC	2.5
N#C/C(=C/c1cccc(Cl)c1)c1nc(-c2ccc(Cl)cc2)cs1	2.1
Cc1cc(C)n(CCOc2nonc2N)n1	4.8
O=C(COc1ccc(Cl)cc1Br)Nc1ccc2c(c1)OCCO2	8.0
CC1CN(C(=O)Cc2ccccc2[N+](=O)[O-])CC(C)O1 (stereo unspecified)	3.7
CC(=O)C1=C(O)C(=O)N(CCN2CCNCC2)C1c1cccc([N+](=O)[O-])c1 (stereo unspecified)	7.3
O=C1c2ccccc2C(=O)c2c(NC(=O)C3CC4CCC3C4)cccc21 (stereo unspecified)	0.0

Carrying on.
SMILES	ER stress surv
COc1ccc(NC(=O)CN(c2ccccc2OC)S(=O)(=O)c2ccccc2)cc1OC	3.5
CCOc1cccc(C(=O)Nc2scc(-c3ccc(C)cc3)c2C(=O)OC)c1	-1.1
COc1ccc(C2c3c(nn(-c4ccccc4)c3C)CC(C)(O)C2C(C)=O)cc1OC (stereo unspecified)	-6.9
CC1=C(C(=O)Nc2cc(Cl)ccc2C)C(c2ccc(N(C)C)cc2)NC(=S)N1 (stereo unspecified)	2.4
O=C(CSc1ccccc1)Nc1nnc(CCC(=O)c2ccccc2)s1	16.0
CCOCCOC(=O)c1ccc(NC(=O)COc2c(C)cccc2C)cc1	-6.1
COc1cc(C=C2C(=O)NC(=S)NC2=O)ccc1OCCOc1ccc(C(C)(C)C)cc1	-1.0
Brc1ccc(/C=N/N2CCN(c3ccccn3)CC2)cc1	12.4
CCOc1ccccc1-n1sc2c(c1=S)-c1cc(C)ccc1NC2(C)C	7.1
CCOc1ccc2c3c(c(=O)oc2c1OCC)CCCC3	9.9
CC(C)OC(=O)c1c(NC(=O)c2ccc(Br)o2)sc2c1CCCCC2	1.8
CC(=O)C1=C(O)C(=O)N(CC2CCCO2)C1c1ccc([N+](=O)[O-])cc1 (stereo unspecified)	1.1
CCOC(=O)c1c(NC(=O)C2C3CCC(O3)C2C(=O)O)sc2c1CCCC2 (stereo unspecified)	2.4
O=C(/C=C/c1ccccc1)N1CCN(c2ccccc2)CC1	7.2
CSc1ccccc1NC(=O)c1cc2n(n1)C(C(F)(F)F)CC(c1ccc(Br)cc1)N2 (stereo unspecified)	1.1
COc1cccc(C2NC(=O)NC(C)=C2C(=O)Nc2ccccc2C)c1 (stereo unspecified)	7.5
CC1CC(C)CN(C(=O)c2ccc(Cl)cc2Cl)C1 (stereo unspecified)	1.0
Cc1cc(C)n2nc(-c3cccc(Br)c3)cc2n1	8.8
Cc1nccn1S(=O)(=O)c1cc(Cl)ccc1Cl	8.1
CCOC(=O)C1=C(O)/C(=C\c2cccc([N+](=O)[O-])c2)SC1=Nc1ccc(OC)cc1	-5.4
COC(=O)c1c(NC(=O)c2cccc(C)c2)sc(Cc2ccccc2)c1C	0.0
O=C(Nc1cccc(Cl)c1)c1ccc(CN2CCN(c3ccccc3)CC2)cc1	1.3
Cc1ccc(N2NC(=O)/C(=C/c3ccc(N4CCOCC4)cc3)C2=O)cc1C	8.7
CCOCc1ccc(O)c2ncccc12	5.8
CC(=O)C12c3ccccc3C(c3ccccc31)C1C(=O)N(c3cccc(C(=O)O)c3)C(=O)C12 (stereo unspecified)	1.0
Cc1ccc(NC(=S)NC(=O)/C=C/c2ccccc2)c(C)c1	-0.6
Cn1nnnc1SCC(=O)Nc1ccccc1	4.4
CCOc1ccc(-c2cc(C(=O)Nc3c(C)cccc3CC)c3ccccc3n2)cc1	2.1
O=C1C=CC(=O)N1c1cccc(Br)c1	6.1
O=C(Nc1ccccc1Br)NS(=O)(=O)c1ccccc1Cl	-2.7
Cc1ccc([N+](=O)[O-])cc1NC(=O)COc1cccc(C)c1C	5.2
C=CCc1cccc(/C=N/c2nc3ccccc3n2CCC)c1O	-5.3
COC(=O)C1=NNC2C(=O)N(c3ccc(Cl)cc3)C(=O)C12 (stereo unspecified)	0.6
O=C1S/C(=C\c2ccc(O)cc2)C(=O)N1c1ccc(O)cc1	-3.8
O=C(Nc1ccc(-c2nc3ccccc3o2)c(O)c1)c1ccc(-c2ccc([N+](=O)[O-])cc2)o1	5.2
Clc1ccc(-n2ncnc2-c2cccc(Cl)c2)cc1	-1.1
CCOc1ccc(C(=O)Nc2cccc(NC(=O)c3cccc(Cl)c3)c2)cc1Cl	8.6
O=C(NC1CCS(=O)(=O)C1)/C(NC(=O)c1ccccc1)=C(/Sc1ccccn1)c1ccccc1 (stereo unspecified)	-1.0
O=C(COc1ccc2ccccc2c1)N/N=C\c1cc(O)c(O)c(Br)c1	12.4
COc1ccc(NC(=O)C(=O)NCc2ccc(C)cc2)c(OC)c1	2.4

A draw from above in order of heavy-atom count, low to high:
SMILES	ER stress surv
O=C1C=CC(=O)N1c1cccc(Br)c1	6.1
Cc1ccc([N+](=O)[O-])cc1NC(=O)COc1cccc(C)c1C	5.2
CCOc1ccc(-c2cc(C(=O)Nc3c(C)cccc3CC)c3ccccc3n2)cc1	2.1

Remaining list, next part:
SMILES	ER stress surv
COc1ccc(C2CC(C(F)(F)F)n3nc(C(=O)Nc4cc(C(F)(F)F)ccc4Cl)c(Cl)c3N2)cc1OC (stereo unspecified)	7.3
Cc1cc(/C=C2\NC(=O)NC2=O)c(C)n1-c1ccc(N(C)C)cc1	4.7
COc1ccc(Cl)cc1C(=O)Nc1ccc(F)cc1	7.6
COc1cc(OC)c([N+](=O)[O-])cc1/C=C1/C(C)=C(C#N)c2nc(N)c(C#N)c(C)c21	4.1
O=C(NC(=S)Nc1cccc(NC(=O)c2ccco2)c1)c1ccc(Cl)cc1	-2.4
O=C(NCC1CCCO1)c1cc(-c2ccc(Cl)cc2)nc2ccccc12 (stereo unspecified)	1.4
CN(C)c1ccc(/C=C2\C(=O)NC(=O)N(c3ccc(Cl)cc3)C2=O)cc1Br	4.6
O=C(Nc1ccc(Cl)cn1)c1cccc2c(Br)cccc12	10.6
O=C(COc1ccc(Cl)cc1Cl)N/N=C/CCc1ccccc1	12.4
CCOC(=O)C(=O)Nc1ccc(S(=O)(=O)Nc2nccc(C)n2)cc1	-2.9
O=C(O)c1cc(-c2ccc3c(c2)OCO3)nc2ccc(Br)cc12	-2.7
O=[N+]([O-])c1ccc2nc(Sc3nnc(-c4ccccc4)n3-c3ccccc3)sc2c1	26.8
NS(=O)(=O)c1cccc(NC(=O)c2cccs2)c1	0.2
COc1ccc(/C=N/N(C)C2=NS(=O)(=O)c3cc([N+](=O)[O-])ccc32)cc1	1.1
CCN(CC)S(=O)(=O)c1ccc(C)c(C(=O)O)c1	3.3
C=CCNC(=O)c1ccccc1C(=O)c1ccccc1	5.2
O=C(Nc1cccc(-c2csc(-c3ccccc3)n2)c1)c1cc2ccccc2oc1=O	0.6
CCc1ccccc1N(CC(=O)Nc1ccc(I)cc1)S(C)(=O)=O	4.8
Cc1ccc(C(=O)/C=C2\C(=O)Nc3ccccc32)cc1	-7.4
COc1ccccc1N1CCN(C(=O)c2ccc(CN(c3cc(Cl)ccc3C)S(=O)(=O)c3ccccc3)cc2)CC1	14.4
O=C(CSc1ccc(Cl)cc1Cl)Nc1ccc(Br)cc1	0.3
CCN(CC)C(=O)c1sc(NC(=O)c2ccco2)c(C(=O)OC(C)C)c1C	9.0
COc1ccc(C2CC(=O)C(C)(C)O2)cc1 (stereo unspecified)	0.6
CCCOc1cccc(C(=O)Nc2cc3nn(-c4ccccc4)nc3cc2C)c1	4.7
COc1ccccc1NC(=O)COc1ccc(C)cc1C	-7.5
CCC1=NN2C(=N)/C(=C/c3ccc(-c4ccc(C(=O)O)cc4)o3)C(=O)N=C2S1	5.4
O=C(/C=C/c1ccc(-c2ccccc2Br)o1)c1ccc(Cl)cc1	11.9
O=C1C=CC2=C3Oc4c(ccc5cc(O)ccc45)C(c4ccccc4C(=O)O)C3C=CC2=C1 (stereo unspecified)	-6.6
O=C1/C(=C/c2ccc([N+](=O)[O-])o2)SC(=S)N1Cc1ccccc1	1.9
Cc1ccc(/C=C2\SC(=Nc3ccc(O)cc3)NC2=O)cc1	-0.1
COc1c(Cl)cc(C(=O)Nc2cccc(S(N)(=O)=O)c2)cc1Cl	0.5
O=C(NC1C2CC3CC(C2)CC1C3)C(c1ccccc1)c1ccccc1 (stereo unspecified)	0.7
Cc1cc(C)cc(NC(=O)C(=O)NCc2ccccc2)c1	0.3
CCOc1ccccc1NC(=O)CN(c1ccc(Br)cc1)S(C)(=O)=O	2.5

This is a subset; count on the stated rates, not on these rows.
